Bioassay records (PubChem)
TAG inh: reduces triacylglycerol accumulation in H9c2 cells | Nile Red lipid (TAG) fluorescence; cells loaded with 200 µM oleic acid | inhibition, % at 12.5 µM | 0.66% of 230,000 active | AID 651582;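 active = pattern-corrected inhibition of lipid staining of at least 50% with the nuclear-stain viability signal not falling by more than 50%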;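 also: 0% = DMSO wells and 100% = triacsin C control wells; some results filed as inactive read as strong as hits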
TAG inh DAPI viability: also measured in TAG inh; calls as there; DAPI nuclei signal change (viability), lower = more cytotoxic, %;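 whole-well DAPI fluorescence read on a plate reader as a viability signal; minus 50 percent equals half of cells still viable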
An asterisk follows results filed as active; & = joins results of further samples.

item | compound | TAG inh | TAG inh DAPI viability
1 | O=S(=O)(Nc1nc2c(s1)CCCC2)c1ccc2ccccc2c1 | 4 | 2
2 | CN1CCN(CC(=O)NN2CC(=O)N(c3ccc(F)cc3)CC2=O)CC1 | -1 | -3
3 | COC(=O)c1[nH]c2cc(OC)ccc2c1N=CN(C)C | -1 | -1
4 | CCCNC(=O)C1(C)CCCN(Cc2cc(-c3ccccc3)n(C)n2)C1 (stereo not given) | -11 | 6
5 | COc1ccc2c(Cl)c(-c3nnc(SCC(N)=O)n3C)sc2c1 | -94 | -11
6 | COC(=O)C1CCN(S(=O)(=O)CCNC(=O)c2ccccc2)CC1 | 0 | -5
7 | Cc1cc(C)n(CC(=O)n2c3c(c4ccccc42)CCCC3)n1 | -7 | -2
8 | CC(=O)NC1(C(F)(F)F)C(=O)NC(C)=C1C#N (stereo not given) | -5 | 9
9 | CC1(C)C(C=C(Cl)Cl)C1C(=O)OCc1cccc(Oc2ccccc2)c1 (stereo not given) | -38 | -2
10 | CN(C)CCCn1c2c3ccccc3ccc2c2oc(=O)c3ccccc3c21 | 78* | 128*
11 | CC1=CC(=O)[C@@H](OC(=O)Nc2ccc(C)cc2)[C@@H](c2ccccc2Br)N1C | -7 | 8
12 | CCOc1ccc(NC(=O)c2ccc3c(c2)OCCO3)cc1S(=O)(=O)N(CC)CC | 26 | -3
13 | O=[N+]([O-])c1cc(S(=O)(=O)N2CCCC2)ccc1OCCOc1ccccc1 | -12 | -6
14 | CCOC(=O)c1ccccc1NC(=O)CSc1nncn1C | 6 | -7
15 | O=S(=O)(c1ccccc1)n1ccc2cccnc21 | -19 | 14
16 | COc1ccccc1-n1c(=O)[nH]c2c(C(N)=O)nc(-c3cccnc3)nc21 | -2 | -4
17 | Cc1ccc(C(=O)c2coc3ccc(O)c(CN4CCN(C)CC4)c23)cc1 | 5 | -1
18 | C/C=C/c1cc(CN2CCN(c3ccc(OC)cc3)CC2)c(O)c(OC)c1 | 7 | 18
19 | [N-]=[N+]=CC(=O)CNC(=O)[C@@H](Cc1ccccc1)N1C(=O)c2ccccc2C1=O | -15 | 8
20 | CN(C)S(=O)(=O)c1ccc(C(=O)OCC(=O)NCc2ccco2)cc1 | -9 | 16
21 | COC(=O)[C@]1(Cc2ccccc2)N[C@H](CN(C)C(=O)c2ccccc2)[C@@H]2C(=O)N(C)C(=O)[C@@H]21 | -7 | -5
22 | N#CC(c1ccc(Cl)cc1)c1nc2ccccc2nc1C(F)(F)F (stereo not given) | -15 | 3
23 | Nc1nnc(SCC(=O)Nc2cc(F)ccc2F)s1 | -7 | -3
24 | Cc1n[nH]c(=O)c2c(NC(=O)CSc3nc4ccccc4c(=O)n3-c3ccc(OC(F)F)cc3)oc(C)c12 | 11 | -4

Structures from the list above containing a CF3 group:
item | compound | TAG inh | TAG inh DAPI viability
8 | CC(=O)NC1(C(F)(F)F)C(=O)NC(C)=C1C#N (stereo not given) | -5 | 9
22 | N#CC(c1ccc(Cl)cc1)c1nc2ccccc2nc1C(F)(F)F (stereo not given) | -15 | 3

Some of these compounds in order of count of non-hydrogen atoms, high to low.
item | compound | TAG inh | TAG inh DAPI viability
21 | COC(=O)[C@]1(Cc2ccccc2)N[C@H](CN(C)C(=O)c2ccccc2)[C@@H]2C(=O)N(C)C(=O)[C@@H]21 | -7 | -5
19 | [N-]=[N+]=CC(=O)CNC(=O)[C@@H](Cc1ccccc1)N1C(=O)c2ccccc2C1=O | -15 | 8
18 | C/C=C/c1cc(CN2CCN(c3ccc(OC)cc3)CC2)c(O)c(OC)c1 | 7 | 18
15 | O=S(=O)(c1ccccc1)n1ccc2cccnc21 | -19 | 14

(listing goes on)
item | compound | TAG inh | TAG inh DAPI viability
25 | COc1ccc(C(=O)C2CCCN(C(=O)Cn3nc(C)nc3C)C2)cc1F (stereo not given) | -16 | -3
26 | CC(=O)NC(C)c1ccc(C(=O)CSc2nnc(C3CC3)n2C2CC2)cc1 (stereo not given) | 14 | -7
27 | Cc1cccc(C(=O)NC(C)c2ccc(-n3ccnc3)cc2)c1C (stereo not given) | 17 | -3
28 | COCCOC(=O)C1=C(N)OC2=C(C(=O)CC(C)(C)C2)C1c1cccnc1 (stereo not given) | 4 | -4
29 | CCOC(=O)C1=C(N)N(c2cc(S(=O)(=O)N3CCOCC3)ccc2Cl)C(=O)C1 | -2 | -5
30 | COc1ccccc1-c1cnc(C(O)c2cccc(CN3CCCCC3)c2)[nH]1 (stereo not given) | 12 | -4
31 | COc1cccc(NC(=O)CSc2nnc3ccc(-c4ccccn4)nn23)c1 | 26 | 5
32 | CCc1nnc(NC(=O)C2CCCCN2S(=O)(=O)c2ccccc2)s1 (stereo not given) | -5 | 1
33 | Cn1ncc([N+](=O)[O-])c1C(=O)Nc1ccc2c(c1)OCCO2 | -2 | -11
34 | CC(C)Oc1ccc(C(=O)NC2CCSc3ccccc32)cc1 (stereo not given) | 6 | -1
35 | O=C(C[n+]1ccc(/C=N/O)cc1)NC1CCCCC1 | 1 | -4
36 | CCOC(=O)c1ccccc1NC(=O)c1n[nH]c(=O)c2ccccc12 | 11 | 42
37 | COc1ccccc1NC(=S)NCc1ccco1 | -23 | 0
38 | CC(C)C(=O)c1cn(CC(=O)NCc2ccco2)c2ccccc12 | 4 | 5
39 | CCSc1nnc2c(n1)OC=Nc1ccc(Br)cc1-2 | -12 | 1
40 | CC(/C=N/NC(=O)c1cc(-c2ccc(C)s2)[nH]n1)=C\c1ccccc1 | 2 | -8
41 | Cc1nc(NC(C)C)c2oc3ccccc3c2n1 | 0 | -11
42 | COC(=O)C(C)Sc1n[nH]c(=S)s1 (stereo not given) | -21 | 9
43 | CCC(=O)N1CCN(c2ccc(NC(=O)c3ccco3)cc2)CC1 | 22 | -18
44 | Cc1cc(Cl)c(S(=O)(=O)NCC2CCCO2)cc1OCC(N)=O (stereo not given) | -22 | 4
45 | CCCCNc1c(N)n(CC(C)C)c(=O)[nH]c1=O | 8 | -3
46 | Cc1noc(C)c1C(=O)NNc1cc(Cl)ccc1Cl | -20 | 4
47 | c1ccc(C2CC(c3ccccc3)C(c3ccccc3)N2)cc1 (stereo not given) | 5 | -4
48 | COc1ccc2c(c1)CCc1cc(C(=O)O)sc1-2 | 5 | 4
49 | CCOc1ccc(C(C)C)cc1S(=O)(=O)n1ccnc1C | -2 | 2
50 | COc1ccccc1C(=O)NCC(=O)NNC(=O)c1cccs1 | 7 | -6
51 | CC(C)(C)c1ccc(C(=O)Nc2ccc(C(=O)N3CCOCC3)cc2)cc1 | 25 | 6
52 | CC(C)(C)CC(C)(C)SSc1n[nH]c(=S)s1 | 28 | -11
53 | NC(=O)C1(N2CCCCC2)CCN(C(=S)Nc2ccc(Cl)cc2)CC1 | -8 | 0
54 | CC(C)C(=O)Nc1ccc(NC(=O)c2cccs2)cn1 | 21 | -11
55 | N#CCc1ccc(C(=O)c2ccccc2)s1 | -16 | 14
56 | COc1ccc(C)cc1S(=O)(=O)N1CCN(c2ccccc2)CC1 | -10 | -1
57 | O=C(NCc1ccc(Cl)s1)c1cc(COc2c(F)cccc2F)on1 | 1 | -12
58 | CCN(CC)S(=O)(=O)c1ccc2[nH]cc(C(=O)NCCC3=CCCCC3)c(=O)c2c1 | -8 | 8
59 | CSc1nc(NC(C)=O)nc(C)c1Cl | 7 | -2
60 | CC(C)C(NC(=O)c1ccccc1F)C(=O)NCC(c1ccco1)N1CCCCC1 (stereo not given) | 25 | -9

Overlap with the part before: two compounds, followed by the next part.
item | compound | TAG inh | TAG inh DAPI viability
59 | CSc1nc(NC(C)=O)nc(C)c1Cl | 7 | -2
60 | CC(C)C(NC(=O)c1ccccc1F)C(=O)NCC(c1ccco1)N1CCCCC1 (stereo not given) | 25 | -9
61 | COC(=O)CC1C(=O)NCCN1C(=O)CSc1nc2ccc([N+](=O)[O-])cc2s1 (stereo not given) | 8 | -5
62 | CC1(C)CC(=O)C2=C(C1)N(c1ccccc1)C(=O)C(C(=O)OCc1ccccc1)C2 (stereo not given) | 5 | -10
63 | CC1(C)CC(=O)C2=C(C1)NC(SCC(=O)Nc1ccccc1)=C(C#N)C21CCCCC1 | 58* | 83*
64 | Cc1ccc(C2C(C#N)=C(N)SC(N)=C2C#N)c(C)c1 | -4 | -8
65 | O=c1c2cn[nH]c2nc(SCc2ccc3c(c2)OCCO3)n1-c1ccccc1 | -20 | -7
66 | Nc1ccc2nc(NC(=O)C3CCCCC3)sc2c1 | 10 | -4
67 | O=C(Nc1cccc2ccccc12)c1csc([C@@H]2O[C@H](CO)[C@H](O)[C@H](O)[C@H]2O)n1 | 122 | -91
68 | Cc1nnc(SCC(=O)Nc2cc(C(F)(F)F)ccc2N2CCOCC2)o1 | -14 | 16
69 | O=C(NNC(=S)NC1CC2C=CC1C2)c1ccncc1 (stereo not given) | -7 | 9
70 | COc1ccc(/C=C/C(=O)OCC(=O)Nc2ccc(N3CCOCC3)cc2)cc1 | 14 | -8
71 | COc1ccc(NC(=O)C(c2ccccc2)c2ccccc2)cn1 | -2 | -1
72 | COc1cc(/C=C/C(C)=NNc2ccccc2)ccc1O | 3 | -2
73 | CC(OC(=O)c1cccc(NS(C)(=O)=O)c1)C(=O)Nc1ccc(N2CCOCC2)cc1 (stereo not given) | 10 | -5
74 | COc1ccc(C(CNC(=O)c2oc3ccccc3c2C)N2CCCC2)cc1 (stereo not given) | 5 | 11
75 | COc1ccccc1N1CCN(/N=C/c2cccc(OC)c2OC)CC1 | -9 | 2
76 | O=C(NCc1ccccc1)C(c1cccnc1)N(Cc1ccco1)C(=O)c1ccccn1 (stereo not given) | -4 | 0
77 | Cc1ccccc1-n1ncc(C(C)NC(=O)c2ccco2)c1C (stereo not given) | -1 | 5
78 | CCOc1ccc2nc(SCC(=O)NC(=O)NCc3ccco3)[nH]c2c1 | -4 | 4
79 | COC(=O)c1ccc(CNC(=O)C2CCC(=O)N(CCc3ccccc3)C2)cc1 (stereo not given) | 1 | -1
80 | NCC(c1ccccc1)c1c[nH]c2ccccc12 (stereo not given) | 23 | -7
81 | CCc1nnc(NC(=O)c2ccc(-c3ccccc3F)o2)s1 | 11 | 1
82 | NS(=O)(=O)c1ccc(S(=O)(=O)N(CCc2ccccc2)Cc2ccccn2)cc1 | 12 | -8
83 | COc1ccc(-n2nc(C(=O)NCC(=O)N3CCN(C)CC3)c3ccccc3c2=O)cc1OC | -11 | 10
84 | O=C(NCCNC(=O)c1ccc(-c2cccc(Cl)c2)o1)c1cnccn1 | -10 | -9
85 | CCC1OC(c2ccc([N+](=O)[O-])cc2)=Nc2ccccc21 (stereo not given) | -3 | -5
86 | COc1ccccc1C(=O)Nc1cccc(NC(=O)c2ccccc2C)c1 | 28 | -13
87 | CCCOn1c(OCC(C)C)nc2ccccc2c1=O | 12 | -3
88 | CC1CCCCN1CCNC(=O)c1ccc2c(=O)n(CCc3ccccc3)c(=O)[nH]c2c1 (stereo not given) | 37 | 19
89 | Cc1onc(-c2ccccc2)c1C(=O)NCCCc1ccccc1 | 5 | 5
90 | CNC(=O)c1ccc(NC(=O)/C=C/c2cccc(F)c2)cc1 | -7 | 6
91 | CN(C)/C(=N\O)c1c(Cl)cccc1Cl | -8 | 3
92 | CC12CCC(=O)N1C(C(=O)NNC(=O)c1ccccc1)CS2 (stereo not given) | 3 | 0
93 | Cc1ccc(-c2nnc3c4ccccc4c(C)nn23)cc1S(=O)(=O)N1CCN(CCO)CC1 | 9 | -2
94 | Cc1ccc(OCC(=O)O)c(-n2nc3ccccc3n2)c1 | 14 | -9
95 | O=C(c1cc(C(=O)c2ccco2)cc(C(=O)c2ccco2)c1)c1ccco1 | 4 | 2
96 | CN1C(=O)/C(=C/c2ccccc2Cl)Sc2ccc(C(=O)NCc3cccnc3)cc21 | 16 | -9
97 | CCOc1ccc(C2CC(c3ccc(CC)cc3)Nc3nc(N)nn32)cc1 (stereo not given) | -6 | -2
98 | CSc1ncccc1C(=O)OCC(=O)N(C)Cc1ccc(C)cc1 | 3 | 4
99 | Cc1cc2c(ncn2C(C)C)c(NS(=O)(=O)c2ccc(F)cc2)c1C | -12 | 13
100 | COC(=O)CCCC(=O)N1CCCC(CCC(=O)NCc2ccc(F)c(F)c2)C1 (stereo not given) | 14 | -10
101 | CCN(CC)c1ccc(NC(=O)c2ccc3c(c2)c(C)c(C)n3C)cc1 | 30 | 15
102 | CN(C(=O)COC(=O)Cc1c(Cl)cccc1Cl)C1CCS(=O)(=O)C1 (stereo not given) | 1 | 3
103 | Nc1cccnc1-n1nc(C(F)(F)F)cc1C(F)(F)F | 12 | -9
104 | CCOC(=O)C1CCN(C(=O)CN(c2ccc(Oc3ccccc3)cc2)S(C)(=O)=O)CC1 | 10 | -20
105 | CN(CC(=O)Nc1cccc(F)c1)C(=O)c1ccccc1Cc1ccccc1 | 1 | 0
106 | CCOC(=O)c1oc2ccccc2c1NC(=O)c1ccco1 | 15 | 1
107 | CN(C)CCC(c1ccc(Cl)cc1)c1ccccn1 (stereo not given) | 17&4 | -5&3
108 | CCOc1ncccc1C(=O)OCc1c(F)cccc1Cl | -17 | -4
109 | CC1CCCCC1NC(=O)COC(=O)CN1C(=O)c2ccccc2C1=O (stereo not given) | -7 | 5
110 | COc1ccc(Cl)cc1NC(=O)CN1CCN(C(=O)N2CCOCC2)CC1 | 23 | -4
111 | CN(CC(=O)Nc1c(Cl)cccc1Cl)C(=O)CCNS(=O)(=O)c1ccccc1C(F)(F)F | 6 | -6
112 | COc1cc(CN(C(=S)NCC(=O)N2CCCC2)C2CCCC2)cc(OC)c1OC | -3 | 5
113 | O=C(NC(Cc1ccccc1)C(=O)O)/C(=C\c1ccc([N+](=O)[O-])cc1)NC(=O)c1ccco1 (stereo not given) | 2 | 0
114 | Cc1cc(C)c(-c2c(O)c3cccc4c3n(c2=O)CCC4)c(C)c1 | -6 | 0
115 | NS(=O)(=O)c1ccc(CCNC(=O)C(=O)NCC2OCCN2S(=O)(=O)c2cccs2)cc1 (stereo not given) | 1 | 9
116 | O=C(CCc1c[nH]c2ccccc12)N/N=C/c1ccc2c(c1)OCO2 | 1 | -2
117 | CN1CCC(NC(=S)NC2CC2)CC1 | -4 | 9
118 | Oc1ccc(C23CCCC2C2(CCCC2)c2ccc(O)cc2O3)c(O)c1 (stereo not given) | -14 | 1

A portion of the library, so the mix of outcomes need not match the whole.
